Assay outcomes from PubChem BioAssay.
HTT cytoprotect: Huntington cell model cytoprotection by ATP luminescence | Potency, µM (titrated, usually from 56.4 µM), without a hit: cytoprotection (ATP increase), usual class: activators | actives 0.14% (n = 230,000) | PC12 HTT-Q103 induced, cytoprotection, ATP luminescence, 40 h;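 also: % of control where 0% means no effect; nearly all actives have a fitted effect of over 45% in size; toxic huntingtin expression switched on by the ecdysone agonist tebufenozide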
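Rat PC12, Q103 Htt exon1-GFP fusion, ecdysone promoter; tebufenozide inducer 100 nM final; compound titration; qHTS, 1500 cells/well; ATPlite luminescent read.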
GAA inh: alpha-glucosidase (human) inhibition. Potency, µM (series often up to 76.9 µM), without a hit: top-dose activity change, negative = inhibition, most hits filed as inhibitors. actives 0.005% (n = 200,000). AID 1466. purified human GAA, 4-MU-alpha-glucoside fluorescence;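 also: plate controls were uninhibited enzyme wells for no effect and no-enzyme background for full effect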
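Human enzyme at 4 nM with 400 uM 4-methylumbelliferyl-alpha-D-pyranoside, citrate/phosphate buffer pH 5.0, 0.005% Tween-20, 20 min at room temperature. Compounds up to 77 uM. 4-MU fluorescence (Ex 365/Em 440) read after NaOH/glycine stop; AC50 from Hill fit.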
aGlu spleen mod: lysosomal alpha-glucosidase (human) modulation; P10253; AID 2112; human spleen homogenate, 4-MU-alpha-glucoside fluorescence; Potency, µM (top dose mostly 79.9 µM), for inactives: at the highest dose activity change, negative = inhibition, most hits filed as inhibitors; actives 0.006% (n = 240,000);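 also: 0% = enzyme with vehicle and -100% = no enzyme basal signal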
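Enzyme source: human spleen homogenate, 1 ug/well. Buffer 50 mM citric acid/K phosphate pH 5.0, 0.01% Tween-20. 4-MU-alpha-glucoside 1 mM; 37 C x 40 min; NaOH/glycine stop; fluorescence.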
GAA glycogen: GAA glycogen-cleavage inhibition or activation. P10253. recombinant GAA, glycogen substrate, Amplex Red glucose oxidase fluorescence. Potency, µM (highest dose often 76.4 µM), for the others: top-dose activity change, negative = inhibition, usual class: inhibitors. actives 0.38% (n = 300,000);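 also: 0% = full enzyme reaction and -100% = no-enzyme basal signal; the screen sought inhibitors and activators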
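Recombinant human alpha-glucosidase (4 nM final) hydrolysed bovine liver glycogen (30 ug) for 40 min at 37 C in pH 5.0 citrate/phosphate with 0.01% Tween-20. Released glucose detected by glucose oxidase/Amplex Red, Ex 573/Em 610 nm. Compounds up to 77 uM; AC50 from Hill fits.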
IMPase Li inh: membrane-permeable IMPase blocker, potentiated with lithium; Potency, µM (highest dose often 59.4 µM), for the others: top-dose activity, negative = IMPase inhibition, most hits filed as inhibitors; actives 0.35% (n = 210,000); CHO-M1 cells, IP1 TR-FRET (IP-One), carbachol + lithium;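 also: IP1 builds up when IMPase is blocked and the TR-FRET signal falls; plate controls were basal vehicle for no effect and high inhibitor control for full effect; nearly all actives have a fitted effect of over 50% in size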
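Steps: plate 2000 CHO-M1 cells per well and culture 16–30 h; add compound and lithium; incubate 30 min, 37C; add d2-IP1 tracer and Eu cryptate anti-IP1 antibody in lysis buffer; read after 10 min at room temperature.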
GoLoco inh red: RGS12 GoLoco-Gai1 interaction inhibition | P63096 | Gai1:RGS12 GoLoco peptide FP, rhodamine, 10 min | Potency, µM (series often up to 61.6 µM), for the others: at the top dose activity, negative = inhibition, most hits filed as inhibitors | actives 0.44% (n = 230,000); active = well fitted inhibition curve with a large enough effect, not every such curve was filed as active; inactive = no such curve, though single readings can be large or run the other way; also: % is scaled to controls: 0 for no effect and ±100 for the full control effect; nearly all actives have a fitted effect of over 30% in size; many of its hits are not listed in these tables
Target sequence (P63096 whole entry, looked up): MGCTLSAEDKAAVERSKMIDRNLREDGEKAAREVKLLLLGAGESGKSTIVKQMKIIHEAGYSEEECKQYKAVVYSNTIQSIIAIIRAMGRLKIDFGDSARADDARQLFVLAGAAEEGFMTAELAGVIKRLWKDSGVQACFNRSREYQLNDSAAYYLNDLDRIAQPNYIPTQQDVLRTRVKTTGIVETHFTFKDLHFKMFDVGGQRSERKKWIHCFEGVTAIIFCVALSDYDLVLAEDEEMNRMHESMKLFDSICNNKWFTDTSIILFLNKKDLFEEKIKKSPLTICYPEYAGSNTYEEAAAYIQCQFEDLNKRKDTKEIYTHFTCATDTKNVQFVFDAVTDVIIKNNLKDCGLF
HTT aggregate: inhibitors of mutant huntingtin aggregate formation in PC12 cells. Potency, µM (titrated, usually from 46.1 µM), inactives show top-dose activity change, negative = inhibition, hits mostly inhibitors. actives 1.1% (n = 220,000). PC12 HttQ103-GFP aggregates, Acumen cytometry, 40 h; also: % is scaled to controls: 0 for no effect and ±100 for the full control effect; nearly all actives have a fitted effect of over 60% in size
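Aggregates are detected as GFP objects 1–25 µm with signal 6 STDEV over background in lysates of induced PC12 cells. These carry Huntingtin exon 1 with 103 glutamines fused to GFP under an ecdysone promoter; compounds titrated.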
An asterisk follows results filed as active; & = joins results of further samples; [ ] = another dose, or the depositor's remark. Unless noted, calls follow the shape of the dose curve; as a rule, active = well fitted curve in the direction sought with a large enough effect; inconclusive = small, poorly fitted or top-dose-only effect, or another doubt; inactive = no such curve, though single readings can be large; an effect the other way counts as inactive or inconclusive. Potency is read from the fitted curve at half-maximal effect. Only part of the results is shown; rates above refer to the full screens.

COCCNC(=O)c1cc2sccc2n1C was read as HTT cytoprotect 2%[10 µM], GAA inh -22%, aGlu spleen mod 5%, GAA glycogen 12%, IMPase Li inh -3%, GoLoco inh red 13% and HTT aggregate 7%[9.22 µM].
`O=C(COC(=O)c1ccc(F)cc1)Nc1cc(S(=O)(=O)N2CCOCC2)ccc1N1CCCC1` gave HTT cytoprotect -31%[inhibitor], GAA inh -5%, aGlu spleen mod 2%, GAA glycogen 3%, IMPase Li inh 1%, GoLoco inh red 10% and HTT aggregate 7%.
For CC1(C)CC(=O)C(C(=O)CCCCC(=O)C2C(=O)CC(C)(C)CC2=O)C(=O)C1 the results were HTT cytoprotect 12%[1.9 µM], GAA inh -4%, aGlu spleen mod 7%, GAA glycogen 1%, IMPase Li inh 19%[38.3 µM], GoLoco inh red 1% and HTT aggregate 12%.
Screening COc1ccc(OC)c(CCNC(=O)CSc2ccsc2[N+](=O)[O-])c1 returned HTT cytoprotect 15%[10 µM], GAA inh 1%, aGlu spleen mod -13%, GAA glycogen 12%, IMPase Li inh 7%, GoLoco inh red 13% and HTT aggregate 0%[9.22 µM].
`CCCCN(CC)C(=O)CSc1nc2c(sc(=S)n2-c2ccc(OCC)cc2)c(=O)[nH]1` gave HTT cytoprotect 23%, GAA inh 1%, aGlu spleen mod 0%, GAA glycogen -21%, IMPase Li inh 8%, GoLoco inh red -2% and HTT aggregate -25%.
For Cc1nc(N)nc2c1CCCC2 the results were HTT cytoprotect 0%, GAA inh 5%[15.4 µM], aGlu spleen mod -18%, GAA glycogen -1%, IMPase Li inh 33%[activator][38.3 µM], GoLoco inh red 13% and HTT aggregate 14%.
`Cc1occc1-c1nnc(SCc2nc3ccccc3c(=O)n2CC#N)n1C` gave HTT cytoprotect -9%[10 µM], GAA inh -5%, aGlu spleen mod -8%, GAA glycogen 1%, IMPase Li inh -28%[38.3 µM], GoLoco inh red 15% and HTT aggregate 12%.
For CC1=Nc2ccccc2N=C(NC(=O)c2ccccc2)C1c1ccc(Cl)cc1 (centres undefined) the results were HTT cytoprotect -117%[inhibitor], GAA inh -3%, aGlu spleen mod 2%, GAA glycogen inconclusive, IMPase Li inh 15%, GoLoco inh red -4% and HTT aggregate -25%.
`COc1ccc(-c2nnc(CSc3ncnc4sc5c(c34)CCC5)o2)cc1OC` gave HTT cytoprotect 16%, GAA inh -3%, aGlu spleen mod -1%, GAA glycogen 0%, IMPase Li inh 36%[activator][38.3 µM], GoLoco inh red 33%[activator] and HTT aggregate -13%.
Screening CC(C)(c1ccc(O)cc1)c1ccc(O)cc1 returned HTT cytoprotect 9%&8%, aGlu spleen mod 8%&1%, GAA glycogen 1%, IMPase Li inh 21%&-8% and GoLoco inh red 2%&6%.
COc1cccc(-c2nc(CCl)cs2)c1 was read as HTT cytoprotect -29%, GAA inh -6%, aGlu spleen mod -1%, GAA glycogen 4%, IMPase Li inh 0%, GoLoco inh red 1% and HTT aggregate 4%.
`Cc1oc(C(C)(C)C)c(CN2CCCC2)c1C(=O)O` gave HTT cytoprotect -10%[10 µM], GAA inh 0%, aGlu spleen mod -7%, GAA glycogen 12%, IMPase Li inh -10%[38.3 µM], GoLoco inh red 0% and HTT aggregate 4%.
`COCCOC(=O)c1cc(C(=O)c2cc(Cl)ccc2O)coc1=N` gave HTT cytoprotect -15%, GAA inh 6%, aGlu spleen mod 2%, GAA glycogen -2%, IMPase Li inh -4%, GoLoco inh red -7% and HTT aggregate 14%.
`COC(=O)c1ccc(COc2ncnc3sccc23)cc1` gave HTT cytoprotect -35%[inhibitor], GAA inh 4%, aGlu spleen mod 4%, GAA glycogen 2%, IMPase Li inh 3%, GoLoco inh red -1% and HTT aggregate 4%.
Screening COc1ccc(C2=Nn3c(nnc3-c3cccnc3)SC2)cc1OC returned HTT cytoprotect -25%, GAA inh -3%, aGlu spleen mod 12%, GAA glycogen 1%, IMPase Li inh 6%[38.3 µM], GoLoco inh red -1% and HTT aggregate 16%.
CN1CCN(c2cc(=O)n(Cc3ccc(F)cc3)c(=O)[nH]2)CC1 was read as HTT cytoprotect 5%[10 µM], GAA inh 3%, aGlu spleen mod -10%, GAA glycogen -1%, IMPase Li inh 35%[activator][38.3 µM], GoLoco inh red -15% and HTT aggregate -4%.
For CC[n+]1ccc(C(=O)NCc2ccccc2)cc1 the results were HTT cytoprotect -14%[10 µM], GAA inh -3%, aGlu spleen mod 2%, GAA glycogen 3%, IMPase Li inh 0%, GoLoco inh red 1% and HTT aggregate -7%.
For CN(C(=O)COC(=O)CNC(=O)C12CC3CC(CC(C3)C1)C2)C1CCS(=O)(=O)C1 (centres undefined) the results were HTT cytoprotect -7%[10 µM], GAA inh -7%, aGlu spleen mod -3%, GAA glycogen -3%, IMPase Li inh -6%, GoLoco inh red 10% and HTT aggregate 2%.
`O=C(N/N=C/c1ccc(OC(=O)c2ccccc2)c([N+](=O)[O-])c1)c1ccc(O)cc1` gave HTT cytoprotect 9%[10 µM], GAA inh -9%, aGlu spleen mod -8%, GAA glycogen 13%, IMPase Li inh 3%, GoLoco inh red 5% and HTT aggregate -8%.
`CCOCCn1c(CN(Cc2ccccc2)Cc2ccccc2)nc2c1c(=O)[nH]c(=O)n2C` gave HTT cytoprotect -33%, GAA inh -5%, aGlu spleen mod -3%, GAA glycogen -1%, IMPase Li inh 4%[38.3 µM], GoLoco inh red 2% and HTT aggregate 18%.
Screening COCCN(CC(=O)NCc1ccc(F)cc1)C(=O)CCC(=O)Nc1nccs1 returned HTT cytoprotect -20%[10 µM], GAA inh 9%, aGlu spleen mod -2%, GAA glycogen -11%, IMPase Li inh 11%[38.3 µM], GoLoco inh red -6% and HTT aggregate -10%.
For COc1cc(Br)cc2cc(C(=O)N3CCN(C(=O)c4ccco4)CC3)c(=O)oc12 the results were HTT cytoprotect 9%[10 µM], GAA inh inconclusive, aGlu spleen mod -6%, GAA glycogen -1%, IMPase Li inh 22%[38.3 µM], GoLoco inh red -1% and HTT aggregate -13%.
Screening Cc1c(NS(=O)(=O)c2ccc3c(c2)n(C)c(=O)n3C)c(=O)n(-c2ccccc2)n1C returned HTT cytoprotect -1%, GAA inh 9%, aGlu spleen mod -12%, GAA glycogen -1%, IMPase Li inh -3%[38.3 µM], GoLoco inh red -5% and HTT aggregate 20%.
`C=C(C)CN1CCN(c2ccc(N3C(=O)CCCC3=O)cc2[N+](=O)[O-])CC1` gave HTT cytoprotect -38%[inhibitor], GAA inh -3%, aGlu spleen mod -9%, GAA glycogen -1%, IMPase Li inh inconclusive, GoLoco inh red 5% and HTT aggregate 0%.

Of the compounds above, three contain a nitro group on carbon:
Screening COc1ccc(OC)c(CCNC(=O)CSc2ccsc2[N+](=O)[O-])c1 returned HTT cytoprotect 15%[10 µM], GAA inh 1%, aGlu spleen mod -13%, GAA glycogen 12%, IMPase Li inh 7%, GoLoco inh red 13% and HTT aggregate 0%[9.22 µM].
`O=C(N/N=C/c1ccc(OC(=O)c2ccccc2)c([N+](=O)[O-])c1)c1ccc(O)cc1` gave HTT cytoprotect 9%[10 µM], GAA inh -9%, aGlu spleen mod -8%, GAA glycogen 13%, IMPase Li inh 3%, GoLoco inh red 5% and HTT aggregate -8%.
`C=C(C)CN1CCN(c2ccc(N3C(=O)CCCC3=O)cc2[N+](=O)[O-])CC1` gave HTT cytoprotect -38%[inhibitor], GAA inh -3%, aGlu spleen mod -9%, GAA glycogen -1%, IMPase Li inh inconclusive, GoLoco inh red 5% and HTT aggregate 0%.

(listing goes on)
COc1cc(/C=C/c2sc3ccccc3[n+]2CCCS(=O)(=O)[O-])ccc1O was read as HTT cytoprotect -22%, GAA inh 4%, aGlu spleen mod -1%, GAA glycogen 7%, IMPase Li inh 37%[activator], GoLoco inh red -31% and HTT aggregate inconclusive.
For CC(OC(=O)c1cc(S(=O)(=O)Nc2ccc(F)cc2)ccc1Cl)C(=O)Nc1ccc2c(c1)OCCO2 (centres undefined) the results were HTT cytoprotect -2%[10 µM], GAA inh 6%, aGlu spleen mod -2%, GAA glycogen 9% and HTT aggregate -12%.
For CCOC(=O)c1cccc2c1-c1ccccc1/C2=N/O the results were HTT cytoprotect 19%, GAA inh inconclusive, aGlu spleen mod -7%, GAA glycogen -7%, IMPase Li inh -1%[38.3 µM], GoLoco inh red 5% and HTT aggregate -5%.
Screening COc1cccc(C(=O)NCC2CCN(c3ccc(S(=O)(=O)N4CCOCC4)cc3)CC2)c1 returned HTT cytoprotect -22%[10 µM], GAA inh -4%, aGlu spleen mod -7%, GAA glycogen 1%, IMPase Li inh -9%[38.3 µM], GoLoco inh red 89%[activator] and HTT aggregate -25%.
`O=C(O)C1CCCN1c1ncnc2ccccc12` (centres undefined) gave HTT cytoprotect -11%, GAA inh -1%, aGlu spleen mod -5%, GAA glycogen -4%, IMPase Li inh 15%[38.3 µM], GoLoco inh red -2% and HTT aggregate -2%.
For Cc1ccccc1Nc1nc(N)nc(CSc2nnc3ccccn23)n1 the results were HTT cytoprotect -13%, GAA inh 1%, aGlu spleen mod 0%, GAA glycogen 6%, IMPase Li inh 1%, GoLoco inh red 6% and HTT aggregate 2%.
COc1ccc(C)cc1S(=O)(=O)Nc1cccnc1 was read as HTT cytoprotect -4%, GAA inh inconclusive, aGlu spleen mod -1%, GAA glycogen -3%, IMPase Li inh -14%[38.3 µM], GoLoco inh red 1% and HTT aggregate -8%.
Screening O=C(COc1ncnc2ccc(Br)cc12)N1CCOCC1 returned HTT cytoprotect -11%[0.074 µM], GAA inh inconclusive, aGlu spleen mod 2%, GAA glycogen 0%, IMPase Li inh 20%[38.3 µM], GoLoco inh red 0% and HTT aggregate -16%.
COc1cc(C(=O)OCC(=O)N(C)C)cc(NC(=O)c2ccco2)c1OC was read as HTT cytoprotect -2%, GAA inh -8%, aGlu spleen mod -6%, GAA glycogen 3%, IMPase Li inh -19%[38.3 µM], GoLoco inh red 3% and HTT aggregate -19%.
For CC(/C=C/c1ccccc1)=N\Nc1ccccc1[N+](=O)[O-] the results were HTT cytoprotect -38%[inhibitor], GAA inh 1%, GAA glycogen 5%, IMPase Li inh 34%[activator], GoLoco inh red 5% and HTT aggregate 8%.
Screening O=C(Nc1cccc(C(F)(F)F)c1)N1CCC(c2nc(-c3ccc(F)cc3)no2)CC1 returned HTT cytoprotect -16%[10 µM], GAA inh -12%, aGlu spleen mod -10%, GAA glycogen -13%, IMPase Li inh 51%[activator][38.3 µM], GoLoco inh red -8% and HTT aggregate 22µM*.
